p-CIP stab down: p/CIP-EGFP fusion destabilizers, primary screen, fluorescence, F442A cells; 16 h; hit rate 0.01% among 290,000; Q05BA5; AID 1984, 2009; decrease of EGFP signal, % at 10 µM;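 active = EGFP signal decrease of at least 30% at 10 µM or well 3 SD below plate mean, unless failing retest; inactive = the rest, including hits failing retest or dose response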; also: some compounds called inactive have numbers as strong as hits; many of its hits are not listed in these tables
IDE act: human IDE activators in live cells, primary screen, fluorescence polarization, HEK cells, FAbeta-B substrate. Insulin-degrading enzyme (Homo sapiens), P14735. FAbeta-B cleavage; 0% vehicle, 100% cell-free pure enzyme wells. activation, % at 5.96 µM. hit rate 0.073% among 340,000;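 active = activation above the mean of all tested compounds plus 3 SD, set per screening campaign, cut at about 17% in these data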
MEKK2wt PB1 HTS: modulators of MEK5 binding to wildtype MEKK2, primary screen, biochemical, multiplex bead flow cytometry, Alexa488-MEK5; binding response (% of control), % at 10 µM; Mitogen-activated protein kinase kinase kinase 2 (Homo sapiens), Q9Y2U5; hit rate 1.1% among 290,000; Alexa488-MEK5 binding to MEKK2 WT; actives lie on both sides; AID 1531, 2009; in the data active = binding response below about 67% or above about 130%
MEKK2 mut-MEK5: MEK5 binding signal on mutant MEKK2 PB1, primary screen, biochemical, multiplex bead flow cytometry, Alexa488-MEK5 | Alexa488-MEK5 binding to MEKK2 mutant | percent response, % at 10 µM | hit rate 0.35% among 290,000; in the data active = percent response above about 24%, passing the limit was not always enough; also: inactives centre near 1; some results filed as inactive read as strong as hits; reference of the scale not given here
PfM18AAP inh: PfM18AAP inhibitors, malaria aminopeptidase, primary screen, biochemical, QFRET, recombinant enzyme; M18 aspartyl aminopeptidase (Plasmodium falciparum 3D7); H-Glu-NHMec fluorogenic cleavage; inhibition, % at 7.35 µM; hit rate 1.2% among 290,000; AID 1822, 2009;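 active = inhibition above the campaign mean inhibition over all tested compounds plus 3 SD, cut at about 28% in these data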;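 also: 0% = plate median of test compound wells and 100% = 2 mM ZnCl2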
NALP1 yeast inh: NALP1 inflammasome inhibitors in reconstituted yeast, colorimetric, S. cerevisiae, triplicate retest. inhibition, % at 10 µM. S. cerevisiae NALP1/ASC/caspase-1 growth, X-gal OD620, 72 h. hit rate 0.61% among 280,000; in the data active = inhibition mostly above about 24%, no sharp cut-off; inactive = mostly below about 32%; also: some compounds called inactive have numbers as strong as hits
UBC9 SUMO inh: inhibitors of in vitro SUMOylation cascade, primary screen, biochemical, HTRF, uHTS | AID 2006, 2009 | hit rate 0.36% among 290,000 | HTRF SUMOylation assay, SAE1/SAE2 + UBC9 | inhibition, % at 35 µM; in the data active = inhibition above about 50%, passing the limit was not always enough; also: strong numbers were not always called active
Target sequence (P63279 whole entry, looked up): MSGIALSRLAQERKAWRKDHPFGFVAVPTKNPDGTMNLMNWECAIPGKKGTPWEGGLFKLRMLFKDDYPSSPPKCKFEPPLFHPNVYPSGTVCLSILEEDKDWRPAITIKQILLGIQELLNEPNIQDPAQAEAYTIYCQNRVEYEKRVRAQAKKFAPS
MEKK3 PB1 HTS: modulators of MEKK3-MEK5 PB1 binding, primary screen, biochemical, wildtype MEKK3, multiplex bead flow cytometry, Alexa488-MEK5; Mitogen-activated protein kinase kinase kinase 3 (Homo sapiens), Q99759; bead-based flow cytometry, Alexa488-MEK5 binding to MEKK3; actives lie on both sides; 0 = blocked by unlabeled MEK5, 100 = vehicle; binding response (% of control), % at 10 µM; hit rate 1.4% among 290,000; AID 1529, 2009;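 active = binding response more than 3 SD above or below the average of its plate-row segment, actives on both sides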;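 also: Alexa488 bead fluorescence after subtracting the streptavidin-only scavenger bead signal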
Target sequence (Q99759 whole entry, looked up): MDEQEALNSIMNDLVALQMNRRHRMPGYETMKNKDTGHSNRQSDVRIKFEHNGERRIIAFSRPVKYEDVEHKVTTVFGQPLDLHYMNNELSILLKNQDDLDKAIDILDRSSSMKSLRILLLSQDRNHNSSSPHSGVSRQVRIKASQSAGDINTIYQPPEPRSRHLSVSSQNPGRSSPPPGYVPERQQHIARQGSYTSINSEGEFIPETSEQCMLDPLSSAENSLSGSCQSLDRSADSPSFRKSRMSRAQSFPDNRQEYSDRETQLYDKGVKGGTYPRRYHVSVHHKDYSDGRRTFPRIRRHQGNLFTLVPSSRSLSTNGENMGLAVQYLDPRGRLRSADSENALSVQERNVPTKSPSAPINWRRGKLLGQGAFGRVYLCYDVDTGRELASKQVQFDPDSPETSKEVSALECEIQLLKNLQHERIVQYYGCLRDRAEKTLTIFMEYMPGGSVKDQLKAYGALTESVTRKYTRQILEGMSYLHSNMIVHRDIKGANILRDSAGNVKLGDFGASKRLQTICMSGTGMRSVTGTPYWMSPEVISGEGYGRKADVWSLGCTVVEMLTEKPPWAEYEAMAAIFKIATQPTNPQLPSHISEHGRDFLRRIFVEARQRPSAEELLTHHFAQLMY
IDE inh: human IDE inhibitors in live cells, primary screen, fluorescence polarization, HEK cells, FAbetaB substrate | Insulin-degrading enzyme (Homo sapiens), P14735 | FAbetaB cleavage | inhibition, % at 5.59 µM | hit rate 0.41% among 320,000;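 active = percent inhibition above the average of all tested compounds plus 3 SD, set per screening campaign, cut at about 16% in these data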;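 also: IDE supplied by intact live HEK cells; FP after avidin binding of uncleaved biotin substrate so inhibition keeps polarization high; 0% = DMSO wells and 100% = 60 µM reference IDE inhibitor Ii1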
An asterisk follows results filed as active; x = not tested or not shown; [ ] = dose if it differs, or a comment. These rows are one share of the data. The share of hits here may be higher or lower than overall.

SMILES	p-CIP stab down	IDE act	MEKK2wt PB1 HTS	MEKK2 mut-MEK5	PfM18AAP inh	NALP1 yeast inh	UBC9 SUMO inh	MEKK3 PB1 HTS	IDE inh
CN(C)CCCN(C(=O)c1ccc(S(=O)(=O)N2CCCCCC2)cc1)c1nc2ccc(Br)cc2s1	4	4	237*	61*	3	40*	10	110	0
S=c1[nH]nc(C2CC2)n1Cc1ccco1	3	-11	88	-7	21	2	8	82	-2
CCc1ccc(NC(=O)Cn2ncc3c4ccccc4n(C)c3c2=O)cc1	-17	9	101	0	-4	0	48	100	3
S=c1[nH]nc(-c2cccs2)n1/N=C/c1cn(-c2ccccc2)nc1-c1ccccc1	-2	5	93	-5	-6	x	10	101	-5
O=C(CSc1nnc(-c2ccco2)n1-c1ccccc1)NCCc1ccccc1	1	0	97	-5	5	7	16	93	-6
C=CCn1c(COc2ccccc2-c2ccccc2)nnc1SCC(=O)NC(=O)NCc1ccco1	-15	-5	98	-1	4	-21	-1	96	-3
CCCCCCn1c(NCC)nc2c1c(=O)n(C)c(=O)n2C	-17	-1	106	6	-6	22	-1	106	5
CCCOc1ccc(C(=O)C(CN2CCCC2)c2ccccc2)cc1 (stereo not given)	5	1	96	-2	4	60*	-6	89	6
Cc1cccc(Nc2nc(N)c([N+](=O)[O-])c(N3CCCC(C)C3)n2)c1 (stereo not given)	6	4	101	5	-3	33	-57	98	6
COc1cccc(Cn2cnc3c(N)c(C)c(C)cc32)c1	-1	14	95	-2	1	-25	-18	101	-8
CCOc1ccc(-c2cc(NC(=O)Cn3ncc4c3-c3ccccc3OC4)on2)cc1OCC	-16	8	101	-2	-8	44*	-9	101	2
Cc1ccc2[nH]c(=O)c(CN(CCN3CCOCC3)C(=O)Nc3ccccc3F)cc2c1	0	-2	100	3	-2	10	5	105	x
CCCC(=O)Nc1nnc(CCOC)s1	-9	9	102	2	-4	26	12	99	-2
Cc1nc(C)c(-c2ccnc(/N=C/NO)n2)s1	-4	3	99	-4	-5	6	12	101	-2
Cc1c(OCC(=O)N2CCC(C(=O)O)CC2)ccc2c1oc(=O)c1ccccc12	-4	-3	104	4	3	14	30	102	5
C=CC[N+](C)(C)CCCNC(=O)/C=N/O	-26	2	92	-2	1	-1	16	95	4
CCOC(=O)c1c(S(=O)(=O)N(C)Cc2ccco2)c(C)n(C)c1C	-9	9	43*[inhibitor]	-53	-5	20	-10	30*[inhibitor]	-4
N#CCCN(Cc1cccnc1)C(=O)Nc1cccc(Cl)c1	6	4	105	-4	-1	32	-24	106	4
CCn1nc(NS(=O)(=O)c2ccccc2)c2cc3cccc(C)c3nc21	4	0	103	1	-10	6	23	101	0
CC(Cc1cccs1)NC(=O)Nc1ccc(Cl)c(Cl)c1 (stereo not given)	-12	0	x	x	7	1	-19	x	3
O=C(c1ccc(S(=O)(=O)NCC2CCCO2)cc1)N1CCN(c2ccccc2F)CC1 (stereo not given)	-17	0	100	2	5	-129	-8	101	-2
O=C(NN=C1CCCCC1)NC1CCCCC1	2	1	106	19	0	18	-3	105	9
COCCCn1c(C(=O)N2CC(C)OC(C)C2)cc2c(=O)n3ccccc3nc21 (stereo not given)	-2	4	104	1	0	14	54*	98	-5
CCN(CCn1cccn1)C(=O)c1ccc(OC2CCN(C(=O)COC)CC2)cc1	-6	-2	101	-2	4	6	6	103	3
Cc1cccc(C)c1OCC(=O)Nc1ccc2c(c1)OCCO2	-4	-3	102	8	-6	10	-3	104	9
COc1ccc(N2CCN(C(=O)c3cc(=O)c4cc(Cl)ccc4o3)CC2)cc1	2	-10	103	4	-3	0	-4	103	10
O=C(CN1CCC(n2nnc3cc(F)ccc32)CC1)NC1CC1	24	8	100	0	2	0	18	97	4
COC(=O)[C@H](Cc1ccccc1)NC(=O)N1CCN(c2ccccc2)CC1	-9	10	105	8	0	x	5	101	5
CC1(C)CC(=O)C2=C(C1)c1c(ccc3ccccc13)NC2c1cc([N+](=O)[O-])cc([N+](=O)[O-])c1O (stereo not given)	-7	-1	81	-15	6	15	13	98	-1
CCSc1ccc(-c2nn(-c3ccccc3)cc2/C=C(/C#N)C(=O)NCCCOC)cc1	9	6	100	-1	-2	9	18	108	1

A stretch from further up, for reference:
SMILES	p-CIP stab down	IDE act	MEKK2wt PB1 HTS	MEKK2 mut-MEK5	PfM18AAP inh	NALP1 yeast inh	UBC9 SUMO inh	MEKK3 PB1 HTS	IDE inh
COC(=O)[C@H](Cc1ccccc1)NC(=O)N1CCN(c2ccccc2)CC1	-9	10	105	8	0	x	5	101	5
CC1(C)CC(=O)C2=C(C1)c1c(ccc3ccccc13)NC2c1cc([N+](=O)[O-])cc([N+](=O)[O-])c1O (stereo not given)	-7	-1	81	-15	6	15	13	98	-1
CCSc1ccc(-c2nn(-c3ccccc3)cc2/C=C(/C#N)C(=O)NCCCOC)cc1	9	6	100	-1	-2	9	18	108	1

The results go on:
SMILES	p-CIP stab down	IDE act	MEKK2wt PB1 HTS	MEKK2 mut-MEK5	PfM18AAP inh	NALP1 yeast inh	UBC9 SUMO inh	MEKK3 PB1 HTS	IDE inh
O=c1[nH]c(CN2CCN(c3ccccc3)CC2)nc2ccccc12	3	7	105	8	7	16	2	102	7
CC(C)[C@H](NC(=O)N1CC(=O)Nc2ccccc21)C(=O)N[C@H](C(=O)O)c1ccccc1	-1	-2	101	2	-7	10	18	103	4
CCCCN(CCCC)S(=O)(=O)c1ccc(NC(=O)c2ccc([N+](=O)[O-])cc2Cl)cc1	1	4	111	1	-10	-2	-17	102	1
CC(C)C(=O)Nc1oc(-c2ccccc2)cc1C#N	-1	1	106	-1	4	1	13	106	-1
O=C(O)CC(C(=O)NCc1ccccc1)C1CCCO1 (stereo not given)	-9	0	x	x	-16	-3	14	x	8
COc1ccc(/C=N/Nc2ccccc2)cc1Cn1nc(C)c([N+](=O)[O-])c1C	5	5	95	-5	3	5	0	91	-1
O=C(CSc1nncn1-c1cccnc1)Nc1ccccc1C(F)(F)F	-4	5	98	8	2	15	-11	99	1
Cn1nc(C(=O)OCc2ccc(Br)cc2F)c2ccccc2c1=O	8	10	105	-4	-1	22	10	108	0
CC(NC(=O)c1ccco1)C1CCCO1 (stereo not given)	6	9	107	6	-2	44*	3	106	1
CC1=C(C(=O)OCC(C)C)C(c2ccsc2)C2=C(CCCC2=O)N1 (stereo not given)	2	-4	92	-2	18	37	-8	93	4
COc1cc(/C=N/n2c(-c3ccc4c(c3)NC(=O)CO4)csc2=Nc2cccc(C)c2)ccc1O	-5	-3	92	-4	13	2	1	93	7
CC1SC(C)C(=O)N(CC(=O)NC2CCCCC2)C1=O (stereo not given)	14	7	88	-7	-3	-17	-9	91	x
COc1cc2c(cc1OC)C(C)N(CC(=O)Nc1ccc(C)c(S(=O)(=O)N3CCOCC3)c1)CC2 (stereo not given)	3	-1	100	-3	6	23	2	100	-2
COc1cc(C=C2C(=O)OC(C)(C)OC2=O)cc(Cl)c1OCC(=O)Nc1ccccc1	-6	3	88	-6	-5	-9	19	98	9
Cc1ccc(Cn2c(C3CCCN3c3nc(-c4ccc(F)cc4)cs3)nc3cc(C(=O)NCCCO)ccc32)cc1 (stereo not given)	x	2	99	0	x	x	x	98	-4
CCN1CCN(c2oc(-c3ccc(OC)cc3)nc2C#N)CC1	x	3	102	5	-6	x	x	98	-6
C=CCNC(=S)NNC(=O)c1ccc(OCCCC)cc1	-11	1	100	5	0	-1	18	105	0
Cc1cc(NC(=O)CCCSc2nc(-c3ccco3)cc(C(F)(F)F)n2)n(-c2ccccc2)n1	-16	7	98	4	7	23	35	84	6
COc1ccc(C2NC(=O)NC3=C2CCc2ccccc23)cc1 (stereo not given)	-6	0	100	-2	12	-1	31	104	0
COc1cc(C2CC(=O)NC3=C2C(=O)CC(C)(C)C3)cc(OC)c1O (stereo not given)	-11	2	106	16	3	-13	-7	107	-2
COc1cccc(-c2nnc(SCc3nc4ccccc4[nH]3)n2N)c1	14	-3	x	x	-10	2	16	x	2
Cc1ccc2[nH]c(=O)c(CN(CCCN(C)C)C(=O)Nc3ccc(F)cc3)cc2c1	14	1	108	3	6	9	-9	102	-1
O=C1COc2ccc(C(=O)COC(=O)c3cc(S(=O)(=O)NCc4ccccc4)ccc3O)cc2N1	-14	5	103	2	1	x	42	109	3
O=c1c2c3c(sc2nc(N2CCNCC2)n1-c1cccc(Cl)c1)CCCCC3	-10	x	112	8	6	x	7	101	9
COc1ccc(C(CC(=O)N2CCCCC2)c2c(OC)cc(OC)c3ccc(=O)oc23)cc1 (stereo not given)	10	-3	89	0	x	11	22	101	-2
O=C(c1cccc(S(=O)(=O)N2CCc3ccccc32)c1)N1CCN(c2ccccn2)CC1	4	0	102	4	-2	-14	-13	107	1
C=CCCCCCCCCC(=O)NNC1=CC(=O)CC(C)(C)C1	-5	6	103	3	2	4	3	101	2
CC1CCCN(CCCOc2ccccc2-c2ccccc2)C1 (stereo not given)	1	2	122	15	-1	7	4	104	x
Cn1c(CCN2CCN(c3ccccn3)CC2)nc2cc(NC(=O)COc3ccccc3)ccc21	12	-12	101	-1	-4	12	17	100	9
C=CCn1c(SCC(=O)NC2CCCCC2)nnc1-c1ccccn1	-31	5	105	9	4	1	8	101	2
COCCNC(=O)CN1C(=O)CC(C)(C)S(=O)(=O)c2ccccc21	6	7	105	3	3	-12	5	102	3
O=C(NC1CCCC1)c1nc2c(nnn2Cc2ccccc2Cl)c(=O)[nH]1	-12	0	101	2	-7	7	5	103	5
O=C(O)c1cccc(NS(=O)(=O)c2ccc(S(=O)(=O)N3CCOCC3)cc2)c1	0	3	104	9	-4	13	4	105	x
COc1ccc(OCC(=O)NC2CCCCCCC2)cc1	-7	5	91	-3	1	-6	-11	99	2
CCOC(=O)C1=C(CSc2nc3c(cc2C#N)CN(C)CC3)OC(N)=C(C#N)C1c1ccccc1 (stereo not given)	-13	-4	120	14	20	-13	14	105	3
COc1ccc(CC(=O)N/N=C(\C)CC(=O)Nc2ccc(N(C)C)cc2)cc1	7	0	97	3	11	5	-2	99	1
N#Cc1c(-c2ccccc2)oc(=O)c2ccccc12	-6	1	108	4	0	13	7	110	-1
CCc1ccc(/C=C2\Oc3c(ccc(O)c3CN3CCN(CCO)CC3)C2=O)cc1	2	-6	98	-6	5	15	29	99	4
COc1ccc(C(=O)Nc2ccnn2C2CCN(CC3CC=CCC3)CC2)cc1 (stereo not given)	-11	2	101	2	-13	12	6	103	x
COc1cccc(C(=O)N2CCN(C(=O)Cc3ccccc3)CC2)c1	2	-2	102	-2	-17	-2	-3	108	-3
Cc1nc(N(C)C)c2sc(=S)n(C)c2n1	-3	6	94	0	0	2	11	97	4
O=S(=O)(c1ccc2c(c1)OCCO2)N1CCN(c2ncnc3sccc23)CC1	-24	x	84	-9	-5	-12	8	90	-6
Cc1ccccc1Cn1nc(C)c(NC(=O)c2cc(-c3cccs3)on2)c1C	-21	5	93	-11	-9	-15	10	95	2
COC(=O)c1ccccc1S(=O)(=O)NNC(=O)Nc1ccccc1	-9	4	106	3	0	-4	0	103	1
O=C1NC[C@@H](Cc2cccc3ccccc23)N(CCc2cc(C(F)(F)F)cc(C(F)(F)F)c2)C1=O	0	0	103	5	x	x	-5	107	-1

Assay outcomes from PubChem BioAssay.
